Screening data as filed in PubChem BioAssay.
MrgX1 PAM – positive allosteric modulators of MrgX1, primary screen, HEK293 cells, Fluo-4 calcium flux. FDSS; stronger effect = higher value. B-score at 10 µM. 0.63% of 310,000 active;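 active = plate-corrected calcium response at least 3 library SD above typical, normal starting fluorescence, not activating the receptor alone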;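 note: compound read alongside a low EC10 to EC30 dose of BAM8-22 agonist; peak minus trough fluorescence over baseline measured at the second addition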
TRPC4 potent – positive allosteric modulators of TRPC4, primary screen, cell-based, mouse TRPC4beta, HEK293 mu-opioid, Fluo-4 calcium; Short transient receptor potential channel 4 (Mus musculus), Q9QUQ5; DAMGO EC20, Fluo-4 Ca2+ flux; stronger effect = higher value; B-score at 10 µM; 0.42% of 310,000 active; AID 2227, 2009;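 active = B-score of calcium response area above 5 SD of library B-scores, with initial fluorescence ratio within 5 SD of library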;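 note: B-score of integrated fluorescence ratio over time as area under calcium response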
MrgX1 ag – agonists of human MrgX1 receptor, primary screen, HEK293 cells, Fluo-4 calcium flux. Fluo-4 calcium fluorescence, agonist mode; stronger effect = higher value. Mas-related G-protein coupled receptor member X1 (Homo sapiens), Q96LB2. B-score at 10 µM. 0.44% of 310,000 active;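 active = calcium response B-score plate-corrected fluorescence ratio at least 3 library SD, with starting fluorescence B-score inside 5 SD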
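Material: MrgX1-expressing HEK293 cells; input: 15,000 cells per well; doses: test compound given as first of three sequential additions; schedule: overnight plating before 1 h dye loading; technique: Fluo-4 NW calcium-flux fluorescence, kinetic read; evaluation: baseline-normalised fluorescence change ratio, B-scored; control set: plate-wise positive and negative controls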
MrgX1 antagonist – antagonists of human MrgX1 receptor, primary screen, HEK293 cells, Fluo-4 calcium flux; Mas-related G-protein coupled receptor member X1 (Homo sapiens), Q96LB2; BAM8-22 antagonism; stronger effect = lower value; B-score at 10 µM; 1.3% of 310,000 active; AID 588676, 2011;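 active = calcium-response B-score plate-corrected more than 3 library SD below zero, starting fluorescence within 5 deviations, no agonist response on first addition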;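 note: peak minus trough fluorescence over baseline after final BAM8-22 challenge near maximal dose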
TRPC6 activator – mouse TRPC6 channel activators, primary screen, cell-based, HEK293, membrane potential dye; Short transient receptor potential channel 6 (Mus musculus), Q61143; HEK293-TRPC6 membrane potential dye fluorescence; stronger effect = higher value; B-score at 10 µM; 0.13% of 310,000 active;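 active = B-score of the integrated fluorescence ratio above library mean plus 3 SD, and starting fluorescence ratio within library mean plus 5 SD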;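 note: higher score means more depolarization so channel activation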
Target sequence (Q61143 whole entry, looked up): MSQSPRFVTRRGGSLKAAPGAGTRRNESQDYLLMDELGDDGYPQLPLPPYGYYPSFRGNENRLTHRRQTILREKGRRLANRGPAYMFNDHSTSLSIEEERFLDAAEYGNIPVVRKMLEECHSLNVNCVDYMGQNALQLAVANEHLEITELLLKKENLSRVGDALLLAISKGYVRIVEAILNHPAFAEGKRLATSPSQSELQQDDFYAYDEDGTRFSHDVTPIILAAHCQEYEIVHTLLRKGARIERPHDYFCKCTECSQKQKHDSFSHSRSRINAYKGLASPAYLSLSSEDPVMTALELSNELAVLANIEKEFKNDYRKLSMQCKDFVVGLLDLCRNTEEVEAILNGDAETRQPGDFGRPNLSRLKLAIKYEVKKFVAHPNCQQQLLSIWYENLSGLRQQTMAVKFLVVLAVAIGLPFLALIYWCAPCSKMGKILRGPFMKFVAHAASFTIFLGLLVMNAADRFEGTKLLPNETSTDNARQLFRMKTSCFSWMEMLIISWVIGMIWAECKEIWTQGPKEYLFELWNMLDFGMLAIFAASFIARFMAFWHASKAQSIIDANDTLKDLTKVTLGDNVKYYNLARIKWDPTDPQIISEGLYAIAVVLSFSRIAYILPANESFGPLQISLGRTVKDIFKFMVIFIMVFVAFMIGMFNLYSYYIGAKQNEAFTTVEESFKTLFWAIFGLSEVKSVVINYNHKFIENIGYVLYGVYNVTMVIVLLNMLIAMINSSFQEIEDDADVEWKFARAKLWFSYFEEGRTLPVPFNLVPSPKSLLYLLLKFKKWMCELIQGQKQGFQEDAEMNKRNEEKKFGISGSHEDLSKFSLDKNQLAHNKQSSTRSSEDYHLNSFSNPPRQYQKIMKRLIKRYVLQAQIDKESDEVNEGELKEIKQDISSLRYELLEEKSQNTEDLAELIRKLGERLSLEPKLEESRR
ANO1 block – TMEM16A chloride channel inhibitors, primary screen, cell-based, HTS; 1.2% of 310,000 active; normalized B-score (activity score, 25-100; higher = stronger inhibition) at 10 µM; AID 588511, 2011; Anoctamin-1 (Mus musculus), Q8BHY3; HEK293 TMEM16A/YFP iodide influx fluorescence, ionomycin;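 active = ratio plate-corrected score three or more library SD toward inhibition, starting fluorescence score within five deviations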;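 note: score derived from kinetic fluorescence span divided by baseline fluorescence per well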
TRPC4 block – inhibitors of mouse TRPC4 channel, primary screen, Fluo4 calcium, HEK293 TRPC4beta/mu-opioid cells; B-score at 10 µM; AID 2247, 2010; 0.39% of 300,000 active; DAMGO-evoked Fluo4 calcium flux; stronger effect = lower value; Short transient receptor potential channel 4 (Mus musculus), Q9QUQ5;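 active = B-score over 3 SD under the library average, no early fluorescence shift, positive overall ratio signal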
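Signal: kinetic Fluo4 fluorescence imaging of calcium influx. Material: stable TRPC4beta/mu-opioid receptor HEK293 cells. Probe or stimulus: DAMGO in two steps, submaximal then maximal.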
TRPC6 inh – mouse TRPC6 channel inhibitors, primary screen, cell-based, HEK293, membrane potential dye; Short transient receptor potential channel 6 (Mus musculus), Q61143; ACh-evoked depolarization; stronger effect = lower value; B-score at 10 µM; 1.1% of 310,000 active; AID 2553, 2010;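 active = B-score under library mean minus 3 SD, initial fluorescence not abnormally high, positive integrated signal ratio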;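 note: B-score derived from integrated fluorescence ratio over the kinetic read; more negative B-score means stronger inhibition of depolarization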
TRPC4 agonist – activators of mouse TRPC4 channel, primary screen, Fluo4 calcium, HEK293 TRPC4beta/mu-opioid cells; 0.49% of 310,000 active; Fluo4 calcium fluorescence; stronger effect = higher value; AID 2237, 2010; B-score at 10 µM; Short transient receptor potential channel 4 (Mus musculus), Q9QUQ5;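 active = B-score above 5 SD of library B-scores, and initial fluorescence ratio not above library mean plus 5 SD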;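 note: positive B-score marks a calcium rise read as TRPC4 activation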
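Incubation: 45 min room-temperature Fluo4 loading, 110 s read / System: HEK293 cells stably co-expressing mouse TRPC4beta and mu-opioid receptor / Signal: Fluo4 fluorescence, kinetic / Control set: buffer (low) and maximal DAMGO (high) / Measure: integrated baseline-normalised fluorescence ratio, converted to per-well B score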
TMEM16A act – TMEM16A chloride channel activators or potentiators, primary screen, cell-based, HTS; Anoctamin-1 (Mus musculus), Q8BHY3; HEK293 TMEM16A/YFP-H148Q/I152L, iodide quench fluorescence; stronger effect = lower value; B-score at 10 µM; 0.3% of 340,000 active;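 active = fluorescence-ratio B-score plate-corrected deviation score at least 3 library SD below zero, with starting fluorescence score within 5 deviations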;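 note: channel opened by trigger with iodide after compound preincubation; score built on the fluorescence ratio of max minus min over baseline; more negative score means more quench and so TMEM16A activation or potentiation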
SKKanGAS inh – S. pyogenes SKKanGAS growth inhibitors in kanamycin, primary screen, streptokinase expression inhibitor project, SKKanGAS strain, BacTiter-Glo luminescence; 6 h; inhibition, % at 7.5 µM; 1.3% of 300,000 active;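 active = mean replicate score, as percent of positive control median, at least 50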;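 note: strain carries kanamycin resistance gene driven by streptokinase promoter and grows in 40 µg/ml kanamycin; loss of luminescence reflects streptokinase promoter inhibition or plain growth inhibition; 0% = median of DMSO wells and 100% = positive control at its reference dose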
Numbers without * were called inactive; i = inactive.

SMILES	MrgX1 PAM	TRPC4 potent	MrgX1 ag	MrgX1 antagonist	TRPC6 activator	ANO1 block	TRPC4 block	TRPC6 inh	TRPC4 agonist	TMEM16A act	SKKanGAS inh
CCNC(=S)Nc1cccc(Cl)c1C	i	i	i	i	i	i	i	i	i	i	-4.2
C/C(=N\N=C(N)N)c1cccc(Cl)c1	i	i	i	i	i	i	i	i	i	i	-2.0
Cc1ccccc1CS(=O)(=O)Cc1ccc(C(=O)NC2CCCCC2)o1	i	i	i	i	i	i	i	i	i	i	-0.7
CCCCOc1ccc(C(=O)N2CCN(CC(=O)Nc3ccc(C)cc3)CC2)cc1OC	i	i	i	i	i	i	i	i	i	i	-1.1
CCN(CC)C(=O)CCc1nnc(Cc2cccc(C(F)(F)F)c2)o1	i	i	i	i	i	i	i	i	i	i	-6.7
Clc1ccc(-c2nnc3sc(Cc4cccs4)nn23)cc1	i	i	i	i	i	i	i	i	i	i	8.8
CCCN1CCN(CCCNC(=O)C(CC)n2nc(C)n3c(cc4occc43)c2=O)CC1 (configuration not stated)	i	i	i	i	i	i	i	i	i	i	1.9
Clc1cccc(Cl)c1C[n+]1ccc2ccccc2c1	i	i	i	i	i	i	i	i	i	i	-2.7
CC1Oc2ccccc2C(=O)N(CC(=O)c2ccc3c(c2)OCCO3)C1=O (configuration not stated)	i	i	i	i	i	i	i	i	i	i	-9.4
COc1ccc(CNC(=O)CCSc2ccc(F)cc2)cc1OC	i	i	i	i	i	i	i	i	i	i	-4.0
CC1(C)C(=O)OC(c2ccc([N+](=O)[O-])cc2)C(C)(C)C1=O (configuration not stated)	i	i	i	i	i	i	i	i	i	i	3.0
COc1ccc(NC(=O)c2ccc3c(=O)n(CC4CCCO4)c(=S)[nH]c3c2)c(OC)c1 (configuration not stated)	i	i	i	i	i	i	i	i	i	i	4.6
CCOc1ccccc1CN1CCN(C2CCC2)CC1CCO (configuration not stated)	i	i	i	i	i	i	i	i	i	i	1.8
CN(Cc1ccco1)C(=O)c1ccc(N2CCCC2=O)cc1	i	i	i	i	i	i	i	i	i	i	5.2
CCCN1Cc2cccc(C(=O)NCc3cccs3)c2C1=O	i	i	i	i	i	i	i	i	i	i	-2.3
Cc1cc(NC(=O)CCC(=O)N(Cc2ccco2)C2(C(=O)NC3CCCC3)CCCCC2)no1	i	i	i	i	i	i	i	i	i	i	0.0
Cc1cc(-n2nc(C)cc2C)nc(N)n1	i	i	i	i	i	i	i	i	i	i	-2.0
Cc1ccccc1-n1cnnc1SCC(=O)Nc1cccnc1Cl	i	i	i	i	i	i	i	i	i	i	0.0
COC(=O)c1nn(-c2cccc(C)c2)c2nnc(Cc3ccc(C)cc3)c(=O)n12	i	i	i	i	i	i	i	i	i	i	10.0
Oc1ccc2ccccc2c1C=Nc1ccccc1Br	i	i	i	i	i	i	i	i	i	i	10.7
Cc1ccc(NC(=O)c2ccc(F)cc2)nc1	i	i	i	i	i	i	i	i	i	i	-8.7
Nc1ncnc2c1ncn2[C@H]1C[C@H](O)[C@@H](COP(=O)(O)O)O1	i	i	i	i	i	i	i	i	i	i	-2.9
COc1ccc(-c2[nH]c(-c3ccc(F)cc3)nc2SCC(=O)NC2CCCC2)cc1	i	i	i	i	i	i	i	i	i	i	8.4
CCc1ccc(CNC(=O)C2Cc3cc(S(=O)(=O)N4CCCC4)ccc3N2C(C)=O)cc1 (configuration not stated)	i	i	i	i	i	i	i	i	i	i	2.0
CCCCNC(=O)Cn1c(=O)c2c(ncn2CCC(C)C)n(Cc2ccccc2)c1=O	i	i	i	i	i	i	i	i	i	i	3.0
Further structures:
SMILES	MrgX1 PAM	TRPC4 potent	MrgX1 ag	MrgX1 antagonist	TRPC6 activator	ANO1 block	TRPC4 block	TRPC6 inh	TRPC4 agonist	TMEM16A act	SKKanGAS inh
CC(OC(=O)CNC(=O)c1ccc2c(c1)OCO2)C(=O)NCCC1=CCCCC1 (configuration not stated)	i	i	i	i	i	i	i	i	i	i	-2.9
O=C1N=C(N2CCCCC2)S/C1=C/C1=Cc2ccccc2OC1	i	i	i	i	i	i	i	i	i	i	8.1
Cc1nnc(SCC2=C(C(=O)O)N3C(=O)C(NC(=O)c4cc(F)c(F)cc4Cl)C3SC2)s1 (configuration not stated)	i	i	i	i	i	i	i	i	i	i	109.1*
O=C(c1cccc(Cl)c1)N(Cc1cccs1)C1CCS(=O)(=O)C1 (configuration not stated)	i	i	i	i	i	i	i	i	i	i	-4.7
Cc1[nH]c2ccccc2c1/C=C/c1nc2ccccc2c(=O)n1-c1ccc([N+](=O)[O-])cc1	i	i	i	i	i	i	i	i	i	i	-2.5
COc1ccc(S(=O)(=O)Nc2cccc(SC)c2)cc1C(=O)N1CCOCC1	i	i	i	i	i	i	i	i	i	i	0.4
O=C(NCCCn1ccnc1)c1nc(Cn2ccc([N+](=O)[O-])n2)no1	i	i	i	i	i	i	i	i	i	i	-9.8
CC(C(=O)O/N=C(\N)c1cccnc1)c1ccc([N+](=O)[O-])cc1 (configuration not stated)	i	i	i	i	i	i	i	i	i	i	-7.9
CCOC(=O)c1nnsc1N	i	i	i	i	i	i	i	i	i	i	-6.9
COc1ccccc1CC(NC(C)=O)C(=O)NC1CCN(C(=O)Nc2ccc(F)cc2)CC1 (configuration not stated)	i	i	i	i	i	i	i	i	i	i	2.3
O=[N+]([O-])c1cccc(/C=C/c2nc[nH]c2[N+](=O)[O-])c1	i	i	i	i	i	i	i	i	i	i	-15.4
CC1CN(CC(O)COc2ccccc2C(C)(C)C)CC(C)O1 (configuration not stated)	i	i	i	i	i	i	i	i	i	i	5.0
CN(C(=O)COC(=O)C1=COCCO1)c1c(N)n(Cc2ccccc2)c(=O)[nH]c1=O	i	i	i	i	i	i	i	i	i	i	-2.0
COc1ccc(-c2noc(C3CCCN(C(=O)c4ccccc4)C3)n2)cc1 (configuration not stated)	i	i	i	i	i	i	i	i	i	i	-14.6
c1ccc(CCNC2=NCCS2)cc1	i	i	i	i	i	i	i	i	i	i	4.9
CN(CC(=O)Nc1ccc(F)c(F)c1F)c1ncnc2sccc12	i	i	i	i	i	i	i	i	i	i	10.4
O=C(NCc1cccs1)c1nc(-c2cccs2)no1	i	i	i	i	i	i	i	i	i	i	5.9
CCc1ccc(NC(=O)CN(c2cccc(C)c2)S(C)(=O)=O)cc1	i	i	i	i	i	i	i	i	i	i	-13.5
CCC(C)C(=O)Nc1nc2c(s1)C(=O)CC(C)(C)C2 (configuration not stated)	i	i	i	i	i	i	i	i	i	i	-3.9
CC1CCN(C(=O)COC(=O)c2cc([N+](=O)[O-])ccc2N2CCOCC2)CC1	i	i	i	i	i	i	i	i	i	i	-12.9
O=C(c1cccc(N2CCCC2=O)c1)N1CCN(c2ccccc2)CC1	i	i	i	i	i	i	i	i	i	i	2.1
CC(C)(C)c1ccc(S(=O)(=O)Nc2ccc(Cc3ccncc3)cc2)cc1	i	i	i	i	i	i	i	i	i	i	25.3
CCOc1ccc2nc3c(cc2c1)CN(CCOC)C(=NCCOC)S3	i	i	i	i	i	i	i	i	i	i	1.2
Cc1ccc(-c2nc3cc(NC(=O)C(C)C)ccc3o2)cc1C	i	i	i	i	i	i	i	i	i	i	-9.1
COc1cccc(N2CC(C(=O)Nc3nnc(SCCN4CCOCC4)s3)CC2=O)c1 (configuration not stated)	i	i	i	i	i	i	i	i	i	i	6.0
Further records follow:
SMILES	MrgX1 PAM	TRPC4 potent	MrgX1 ag	MrgX1 antagonist	TRPC6 activator	ANO1 block	TRPC4 block	TRPC6 inh	TRPC4 agonist	TMEM16A act	SKKanGAS inh
CCc1cccc(CC)c1NC(=O)CSc1nnc(C(C)C)n1CC	i	i	i	i	i	i	i	i	i	i	-1.3
Nc1nc2ccc([N+](=O)[O-])cc2[nH]1	i	i	i	i	i	i	i	i	i	i	-2.2
O=C(Nc1ccccc1)OCCNC(=O)c1cccc(Cl)c1	i	i	i	i	i	i	i	i	i	i	-5.2
CCCCOC(=O)c1ccc(NC(=S)NC(=O)c2c(Cl)cnn2CC)cc1	i	i	i	i	i	i	i	i	i	i	17.4
CCS(=O)(=O)N1Cc2ccccc2CC1C(=O)OCC(=O)Nc1ccc(SC(F)F)cc1 (configuration not stated)	i	i	i	i	i	i	i	i	i	i	-2.8
CCC(=O)Nc1ccc(NC(=O)CSc2nnnn2-c2ccc3c(c2)OCCO3)cc1	i	i	i	i	i	i	i	i	i	i	-6.2
CCC(=O)Nc1ccc(-c2ccc(N3CCC(C)CC3)nn2)cc1	i	i	i	i	i	i	i	i	i	i	-1.0
Cc1ccccc1CN(c1ccc(C(=O)NCCC2=CCCCC2)cc1)S(C)(=O)=O	i	i	i	i	i	i	i	i	i	i	1.3
O=C(NCCCc1ccccc1)c1c(O)nc2sccn2c1=O	i	i	i	i	i	i	i	i	i	i	4.8
Cc1cc(C)nc(NNS(=O)(=O)c2ccc(F)c(Cl)c2)n1	i	17*	i	i	i	i	i	i	i	i	-5.4
COc1ccccc1S(=O)(=O)Nc1cc(S(=O)(=O)N2CCCCC2)ccc1N1CCOCC1	i	i	i	i	i	i	i	i	i	i	-1.1
CC(c1ccccc1)n1c(-c2cccs2)nc2c(c(=O)c3ccccc3n2C)c1=O (configuration not stated)	i	i	i	i	i	i	i	i	i	i	24.9
CCOC(=O)C1=C(C)NC(=O)NC1c1ccc(OCCO)c(OC)c1 (configuration not stated)	i	i	i	i	i	i	i	i	i	i	5.6
CCOC(=O)NC(O)C(=O)c1cccs1 (configuration not stated)	i	i	i	i	i	i	i	i	i	i	-2.7
